Compound activity: PubChem, several laboratories
HIV fusion peptide – inhibitors of HIV fusion peptide binding, primary screen, biochemical, uHTS, fluorescence dequenching (AID 1986) | cell-free peptide binding, fluorescence dequenching, 30 min; higher % means a stronger effect | one-dose inhibition, % at 20 µM; IC50 in µM for titrated hits | actives 0.3% (n = 290,000); in the data active = inhibition mostly above about 52%, no sharp cut-off; inactive = mostly below about 76%; note: some results filed as inactive read as strong as hits
Large T inhibition – TAg ATPase/helicase activity blockers – biochemical (AID 1903); SV40 large T antigen ATPase/helicase inhibition assay; higher % means a stronger effect; inhibition, % at 20 µM; hits with a dose series show IC50 in µM; actives 0.39% (n = 310,000); in the data active = a potency from the dose series; inconclusive = inhibition mostly from about 32% at the one dose, without a potency; inactive = the rest, 99 in 100 with inhibition below about 32%; note: strong numbers were not always called active
MgcRacGAP inhibition – MgcRacGAP GTPase-activating activity inhibitors, confirmation, biochemical, ADP Hunter fluorescence; actives 0.6% (n = 340,000); MgcRacGAP-stimulated Rac1 GTP hydrolysis, ADP Hunter fluorescence; higher % means a stronger effect; GST-tagged Rac1 F28L mutant substrate; inhibition, % at 30 µM; hits with a dose series show IC50 in µM;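 active = first-screen hits whose inhibition reached a set limit at any dose in the follow-up dose series; inconclusive = inhibition above the set first-screen limit but never retested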;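 note: fluorescence reports GDP produced by GAP-driven GTP hydrolysis; strong numbers were not always called active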
RSV CPE inhibition – RSV antiviral activity via CPE protection, HEp-2 cells, primary 10 µM value included (AID 2391). HEp-2 cells, RSV-induced CPE inhibition; higher % means a stronger effect. one-dose CPE inhibition, % at 10 µM; IC50 in µM for titrated hits. actives 0.13% (n = 310,000); in the data active = a potency from the dose series; inconclusive = CPE inhibition mostly from about 23% at the one dose, without a potency; inactive = the rest, 99 in 100 with CPE inhibition below about 21%; note: strong numbers were not always called active
PhoP inhibition – PhoP-dependent GFP reporter repression – Salmonella Typhimurium, primary screen (AID 1863) | S. Typhimurium PhoP-regulated promoter GFP reporter, 4 h; higher % means a stronger effect | actives 0.16% (n = 300,000) | one-dose inhibition, % at 50 µM; IC50 in µM for titrated hits;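 active = inhibition over 29.93%, a cutoff 3 SD above the screen mean, later confirmed by dose response; inconclusive = inhibition over 29.93% but no dose response follow-up; inactive = inhibition at most 29.93% or unconfirmed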;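 note: 0% = low Mg2+ inducing control and 100% = high Mg2+ repressing control; strong numbers were not always called active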
GPR35 antagonists – GPR35 antagonists blocking zaprinast-driven arrestin recruitment, primary screen, imaging, U2OS, beta-arrestin-GFP, zaprinast agonist (AID 2058). U2OS GPR35 beta-arrestin-GFP translocation imaging, zaprinast antagonism; higher % means a stronger effect. inhibition, % at 10 µM; hits with a dose series show IC50 in µM. actives 0.052% (n = 290,000);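 active = inhibition of at least 50% with at least 30 cells and total cytoplasm GFP at most 10,000,000; inconclusive = under 30 cells or total GFP of 10,000,000 plus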
K1F lysis inhibition – inhibition of K1F phage lysis, E. coli UTI89, bacterial capsule biogenesis inhibitors, alamar blue (AID 488966) | E. coli UTI89 K1F phage lysis, alamar blue, 2 h; higher % means a stronger effect | inhibition, % at 100 µM, or IC50 in µM where a hit was titrated | actives 0.02% (n = 340,000);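 active = phage lysis inhibition, versus mean bacterial control, above a set limit; inconclusive = no clear call, values can overlap the other calls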;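 note: capsule biogenesis inhibitors block K1F phage lysis so surviving cells raise fluorescence; higher fluorescence means more inhibition of phage lysis; actives were called in the ten point dose series up to 300 µM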
NS5 inhibitors – flavivirus cap methylation enzyme inhibition – biochemical, confirmation dose response, primary screen (AID 588689). Dengue-2 NS5 methyltransferase capping enzyme assay, biochemical; higher % means a stronger effect. one-dose inhibition, % at 25 µM; IC50 in µM for titrated hits. actives 0.3% (n = 340,000); in the data active = a potency from the dose series; inconclusive = inhibition above about 29% without an active follow-up result
GPR55 antagonists – GPR55 antagonists blocking LPI-driven arrestin recruitment, primary screen, imaging, U2OS, beta-arrestin-GFP, LPI agonist (AID 2013). U2OS GPR55 beta-arrestin-GFP translocation imaging, LPI antagonism; higher % means a stronger effect. inhibition, % at 10 µM, or IC50 in µM where a hit was titrated. actives 0.13% (n = 290,000);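 active = spots per cell inhibited over 60%, with over 100 cells counted and total cytoplasm intensity under 500,000; inconclusive = wells with under 100 cells, flagged as likely toxic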;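 note: U2OS cells stably carrying GPR55 and arrestin-GFP stimulated by 5 µM LPI near EC80; imaged beta-arrestin-GFP aggregate spots per cell after agonist stimulation; plate controls were LPI-stimulated DMSO wells for no effect and DMSO wells without LPI for full effect; some results filed as inactive read as strong as hits; confirmed hits need IC50 under 10 µM and bright autofluorescent wells are also inconclusive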
NS5 inhibitors pilot replicate – recorded beside NS5 inhibitors, whose call it bears; inhibition, %; measured here: pilot screen replicate inhibition
Numbers without * were called inactive; i = inactive; ? = inconclusive; / = not tested or not shown; [ ] = remark or other dose.

SMILES | HIV fusion peptide | Large T inhibition | MgcRacGAP inhibition | RSV CPE inhibition | PhoP inhibition | GPR35 antagonists | K1F lysis inhibition | NS5 inhibitors | GPR55 antagonists | others
O=C(c1ccc([N+](=O)[O-])cc1)N1CCSC1c1ccc(Cl)cc1 (centres undefined) | -3.0% | 5% | 12% | 7.4% | -3% | 16% | 0.1% | 0% | 7%
O=C(CSCC(=O)Nc1ccccc1)N/N=C/c1c(O)ccc2ccccc12 | -0.7% | -2% | 9% | -3.1% | 11% | -1% | -0.8% | 28% | 4%
CC[C@@H](C)[C@H](NC(=O)C1CCN(C(=O)[C@@H](NS(=O)(=O)c2ccc(C)cc2)C(C)C)CC1)C(=O)O | 1.3% | 14% | 8% | 1.6% | 0% | 23% | 1.2% | -4% | 13%
O=C(CCCn1c(=O)[nH]c2ccsc2c1=O)NCc1cccs1 | -1.6% | 10% | 6% | 1.4% | -2% | 7% | 1.6% | -6% | 8%
CCOc1ccc(S(=O)(=O)NCCC(=O)N2CCC(Cc3ccccc3)CC2)cc1 | 0.4% | 25% | 5% | 8.6% | -3% | 7% | 0.0% | 1% | 14%
C/C(=N/NS(=O)(=O)c1ccccc1)c1ccc(NC(=O)C2CC2)cc1 | -0.7% | 5% | -2% | -0.4% | -3% | 0% | -1.1% | 2% | -1%
Nc1nc(NC2CCCCC2)nc(NCCO)c1[N+](=O)[O-] | 1.1% | 13% | 5% | 1.2% | -13% | -6% | 0.3% | 3% | -4%
Cc1ccc(-c2nc(CN(C)Cc3cccc4cnccc34)c(C)o2)s1 | 0.5% | 6% | 4% | 1.7% | -5% | -2% | -0.2% | -5% | -8%
COc1ccc(Nc2nc3ccccc3n2C)cc1 | -1.5% | 4% | 19% | -0.7% | 7% | -4% | -0.1% | -1% | 5%
Cc1nn(C)c(C(=O)N/N=C/c2cc3c(cc2Br)OCO3)c1Br | 1.9% | 5% | 6% | 0.7% | -6% | 3% | 1.0%[50 µM] | -8% | 14%
CC(C)CCn1c(=O)c2ccccc2n2c(CN3CCOCC3)nnc12 | 0.3% | 9% | 4% | -2.0% | 3% | 9% | 0.0% | -5% | -4%
Cc1nc2sc3c(c2c(=O)o1)CCC3 | -2.0% | 9% | 4% | -0.1% | -22% | 0% | 0.1% | -2% | -7%
COc1ccccc1NS(=O)(=O)c1ccc2oc(SCc3ccc(F)cc3)nc2c1 | -2.9% | 4% | 4% | 19% | 15% | 13% | 1.5% | 1% | 4%
Cc1noc(C)c1CSCC(=O)Oc1ccc(N(C)S(=O)(=O)c2ccccc2)cc1 | / | 15% | 12% | 0.5% | 0% | / | 0.2%[50 µM] | -2% | /
COC(=O)c1c(NC(=O)CC2NCCNC2=O)sc2c1CCCC2 (centres undefined) | -1.2% | 10% | 7% | 1.4% | 6% | -1% | 0.2% | -6% | 2%
CCC(CC)c1nnc(NC(=O)C2CSC3(C)CCC(=O)N23)s1 (centres undefined) | / | 22% | 2% | 0.3% | -7% | / | 1.4%[50 µM] | -12% | /
Cc1cc(C)nc(NS(=O)(=O)c2ccc(NC(=O)c3nn(-c4ccccc4)ccc3=O)cc2)n1 | -0.3% | 7% | 6% | 4.8% | 1% | 12% | 0.7% | -9% | 4%
Cn1c(SCCOc2ccccc2Cl)nnc1-c1cccs1 | -0.7% | 28% | 1% | 4.7% | 6% | -1% | 0.2% | -4% | 2% | NS5 inhibitors pilot replicate=0.9
O=C(c1ccccc1Nc1ccc(SC(F)F)cc1)N1CCCCCC1 | 0.5% | 5% | 1% | 8.7% | -2% | 3% | 0.1% | -11% | 0%
Cc1ccc(CN2C(=O)N/C(=C\c3cccn3-c3cccc(C(=O)O)c3)C2=O)cc1 | 49% | 26% | 10% | 4.4% | 6% | -8% | -0.9% | -3% | 8%
C=CCn1c(SCc2cccc3ccccc23)nnc1-c1cccnc1 | 0.3% | 20% | -8% | 1.3% | -4% | 11% | -0.6% | -3% | 4%
O=C(CN1C(=O)NC2NC(=O)NC21)NC1CCCCC1 (centres undefined) | / | 10% | 9% | 1.5% | / | / | 0.2% | -2% | /
O=C(CSc1nnnn1-c1ccc(O)cc1)N1N=C(c2ccc3ccccc3c2)CC1c1ccccc1 (centres undefined) | 1.6% | 4% | / | 16% | 1% | 1% | / | / | -9%
COc1ccc(-c2nc3ccc(N4CCN(C)CC4)cc3c(=O)[nH]2)cc1 | -1.7% | -4% | 8% | -2.7% | 7% | -3% | -0.8% | -11% | 14%
COc1ccc(-n2c(C)c3c(OC)cccc(=O)c3c2C)cc1 | -1.4% | 15% | 9% | 12% | -4% | -8% | 0.0% | 3% | -1%

The list continues:
SMILES | HIV fusion peptide | Large T inhibition | MgcRacGAP inhibition | RSV CPE inhibition | PhoP inhibition | GPR35 antagonists | K1F lysis inhibition | NS5 inhibitors | GPR55 antagonists | others
CCOC(=O)N1CCN(C(=O)c2ccc3c(c2)N(Cc2ccc(F)cc2)CCS3)CC1 | -1.6% | 14% | 12% | 0.6% | / | -2% | 1.6% | -1% | -16%
COc1ccc(S(=O)(=O)CC(=O)Nc2nnc(C(F)(F)F)s2)cc1 | 0.5% | 28% | 8% | 1.8% | -2% | 1% | 2.1%[50 µM] | -6% | -1%
Fc1cccc2sc(N3CCCC3)nc12 | -0.8% | 1% | 3% | -0.2% | 7% | -8% | 0.6% | -4% | -10%
O=[N+]([O-])c1cccc(-c2csc(Nc3ccccc3)n2)c1 | -1.4% | -3% | -1% | 0.5% | -3% | 22% | 0.1% | -9% | 3%
CCOC(=O)C1=C(C)NC(=S)NC1c1ccc(-c2ccc(Cl)cc2)o1 (centres undefined) | 6.1% | 29% | 3% | ? | 5% | -16% | -1.6%[50 µM] | 5% | 3%
COc1cc2nc(N(CCCN(C)C)C(=O)c3ccc(S(=O)(=O)N(C)C4CCCCC4)cc3)sc2cc1OC | / | 6% | 11% | -0.1% | 5% | / | 1.2%[50 µM] | -1% | /
O=C(CN1C(=O)C(=O)N(Cc2ccco2)C1=O)c1c[nH]c2ccccc12 | 7.5% | 28% | -4% | 1.3% | -11% | -5% | 0.2% | 23% | 7%
Cc1sc2ncn(CC(=O)NCCCN3CCC(C)CC3)c(=O)c2c1S(=O)(=O)N1CCC(C)CC1 | 0.4% | 6% | 2% | 1.1% | -5% | 21% | 1.7% | -3% | -8%
COc1ccc(N2C(=O)C(CC(N)=O)N(NC(=O)CCc3ccccc3)C2=O)cc1 (centres undefined) | -0.2% | 4% | -14% | 0.7% | -10% | 0% | 0.0% | -1% | -13%
CN(CC(=O)Nc1cc(S(=O)(=O)N2CCOCC2)ccc1Cl)C1CCS(=O)(=O)C1 (centres undefined) | -2.4% | 6% | 2% | 1.9% | 0% | 9% | -0.1% | / | -2%
Cc1ccc(-c2csc(NC(=O)c3ccno3)n2)cc1 | 3.3% | 15% | 11% | 5.8% | -16% | -9% | i | 10% | -12%
CCOc1ccc(N(C)C(=O)CCc2nnc3ccc(NCc4ccco4)nn23)cc1 | -0.1% | 5% | 10% | 0.6% | -2% | -3% | 0.2% | -3% | 2%
C/C(=N\NC(N)=O)c1ccccc1Cl | -1.3% | 4% | 8% | 48% | -3% | -12% | 1.0% | 3% | -12%
CC(C)Oc1ccc(-c2nn(-c3ccccc3)cc2/C=c2\sc3ncnn3c2=O)cc1 | 44% | 5% | / | 0.4% | 6% | -1% | / | / | 6%
Cc1ccc(C(=O)N/C(=C/c2ccc(F)cc2)C(=O)NCc2ccncc2)cc1 | 1.3% | 4% | 10% | 1.2% | -11% | 8% | 0.0% | -3% | 11%
O=C1CC(C(=O)N2CCN(c3ccccc3Cl)CC2)CN1Cc1ccccc1 (centres undefined) | / | / | 3% | 1.3% | / | / | 0.3%[50 µM] | -7% | /
O=C(CCN1C(=O)c2cccc([N+](=O)[O-])c2C1=O)Nc1nccs1 | -0.1% | 22% | 3% | 1.3% | -2% | -14% | 0.0% | 4% | -16%
CCc1ccccc1NC(=O)CNC(=O)CCc1nc2sc3c(c2c(=O)[nH]1)CCCC3 | / | 25% | 7% | 0.3% | 9% | / | 0.1%[50 µM] | 2% | /
COc1cccc(CNC(=O)C(=O)NCCC2CCCCN2S(=O)(=O)c2ccc(C)cc2)c1 (centres undefined) | / | 4% | 5% | 7.4% | 4% | / | -1.3% | -1% | /
COc1ccc(Cl)cc1C(=O)Nn1cnnc1 | 1.8% | 25% | 3% | 2.2% | 0% | 11% | 0.7% | -2% | 4%
CCCN1C(=O)SC(CC(=O)Nc2ccc(C)cc2)C1=O (centres undefined) | 3.9% | 23% | 6% | 1.6% | 0% | 5% | 0.1% | 2% | -4%

Ordered by molecular weight (largest number first): 7 of the compounds above.
SMILES | HIV fusion peptide | Large T inhibition | MgcRacGAP inhibition | RSV CPE inhibition | PhoP inhibition | GPR35 antagonists | K1F lysis inhibition | NS5 inhibitors | GPR55 antagonists | others
Cc1sc2ncn(CC(=O)NCCCN3CCC(C)CC3)c(=O)c2c1S(=O)(=O)N1CCC(C)CC1 | 0.4% | 6% | 2% | 1.1% | -5% | 21% | 1.7% | -3% | -8%
CC(C)Oc1ccc(-c2nn(-c3ccccc3)cc2/C=c2\sc3ncnn3c2=O)cc1 | 44% | 5% | / | 0.4% | 6% | -1% | / | / | 6%
COc1ccc(N2C(=O)C(CC(N)=O)N(NC(=O)CCc3ccccc3)C2=O)cc1 (centres undefined) | -0.2% | 4% | -14% | 0.7% | -10% | 0% | 0.0% | -1% | -13%
O=C1CC(C(=O)N2CCN(c3ccccc3Cl)CC2)CN1Cc1ccccc1 (centres undefined) | / | / | 3% | 1.3% | / | / | 0.3%[50 µM] | -7% | /
CCOC(=O)C1=C(C)NC(=S)NC1c1ccc(-c2ccc(Cl)cc2)o1 (centres undefined) | 6.1% | 29% | 3% | ? | 5% | -16% | -1.6%[50 µM] | 5% | 3%
O=[N+]([O-])c1cccc(-c2csc(Nc3ccccc3)n2)c1 | -1.4% | -3% | -1% | 0.5% | -3% | 22% | 0.1% | -9% | 3%
Cc1ccc(-c2csc(NC(=O)c3ccno3)n2)cc1 | 3.3% | 15% | 11% | 5.8% | -16% | -9% | i | 10% | -12%
